M17LAP inhibition: P. falciparum M17LAP inhibitors, primary screen, biochemical, fluorogenic H-Leu-NHMec substrate, 1536-well (AID 1619); actives 0.38% (n = 220,000); recombinant M17LAP, H-Leu-NHMec fluorogenic kinetic assay; higher % means a stronger effect; inhibition, % at 30 µM, or IC50 in µM where a hit was titrated;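 active = compound inhibiting the enzyme by more than half at any dose during confirmatory dose-response retesting; inconclusive = strong single-dose inhibitors picked by rank but not retested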;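 note: plate controls were full reaction with DMSO carrier for no effect and no enzyme background for full effect; strong numbers were not always called active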
Yfh1-depleted yeast: mitochondrial function rescue without frataxin homolog – Friedreich's ataxia, plus single-dose screen, dose response (AID 1465); actives 0.074% (n = 220,000); S. cerevisiae Yfh1-off respiration, WST-1 reduction, 72 h; higher fold induction means a stronger effect; one-dose fold induction at 50 µM; EC50 in µM for titrated hits;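 active = fold induction of absorbance versus untreated yeast above a set limit, then at least 30% activation at any dose in follow-up; inconclusive = repeats straddling the limit, or above it without dose testing; inactive = fold induction below the set limit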;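 note: activators that raise dye reduction in frataxin-depleted yeast; strong numbers were not always called active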
West Nile virus CPE: inhibition of WNV-induced cytopathic effect – cell-based, CPE readout (AID 1621). West Nile virus-infected cells, CPE inhibition; higher % means a stronger effect. CPE inhibition, % at 10 µM, or IC50 in µM where a hit was titrated. actives 0.02% (n = 290,000); in the data active = a potency from the dose series; inconclusive = CPE inhibition mostly from about 3.7% at the one dose, without a potency; inactive = the rest, 99 in 100 with CPE inhibition below about 2.2%; note: strong numbers were not always called active
XIAP antagonists: small molecules displacing peptide from XIAP – biochemical, IAP family, fluorescence polarization (AID 1018) | XIAP BIR domain, fluorescence polarization peptide displacement; higher % means a stronger effect | displacement, % at 20 µM; hits with a dose series show IC50 in µM | actives 0.007% (n = 200,000); in the data active = displacement above about 50%; note: a part of the inactive calls stands beside numbers as strong as those of hits
ER stress rescue: protection against thapsigargin-triggered cell killing – 384-well, CSM14.1, ATP luminescence, primary screen (AID 1222). CSM14.1 thapsigargin-induced death rescue, ATP luminescence; higher % means a stronger effect. one-dose cellular ATP content (survival), % at 20 µM; EC50 in µM for titrated hits. 190,000 tested, under 10 active;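 active = EC50 below 50 µM in the dose-response confirmation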;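 note: death triggered by thapsigargin at about 15 µM added after 2 h compound pretreatment; cell ATP read after overnight thapsigargin exposure of roughly 18 to 22 hours; normalized against plate controls of thapsigargin alone and 5% DMSO vehicle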
Siah-1 displacement: blockers of Siah-1 interaction with plectin peptide – biochemical, fluorescence polarization, rhodamine-plectin, uHTS, primary screen (AID 1817). Siah-1 / rhodamine-plectin peptide fluorescence polarization; higher % means a stronger effect. displacement, % at 20 µM, or IC50 in µM where a hit was titrated. actives 0.02% (n = 290,000);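 active = displacement of at least 50% at 20 µM, with a fluorescence ratio check between 0.3 and a set limit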;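 note: plate controls were Siah plus tracer with DMSO for no effect and tracer alone without Siah for full effect; strong numbers were not always called active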
PhoP inhibition: PhoP-dependent GFP reporter repression – Salmonella Typhimurium, primary screen (AID 1863); S. Typhimurium PhoP-regulated promoter GFP reporter, 4 h; higher % means a stronger effect; one-dose inhibition, % at 50 µM; IC50 in µM for titrated hits; actives 0.16% (n = 300,000);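 active = inhibition over 29.93%, a cutoff 3 SD above the screen mean, later confirmed by dose response; inconclusive = inhibition over 29.93% but no dose response follow-up; inactive = inhibition at most 29.93% or unconfirmed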;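 note: 0% = low Mg2+ inducing control and 100% = high Mg2+ repressing control; strong numbers were not always called active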
P. falciparum M1AAP: malaria alanyl aminopeptidase activity blockers – biochemical, fluorogenic H-Leu-NHMec substrate, 1536-well (AID 1445) | recombinant M1AAP, H-Leu-NHMec fluorogenic kinetic assay; higher % means a stronger effect | inhibition, % at 30 µM, or IC50 in µM where a hit was titrated | actives 0.42% (n = 220,000);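 active = primary inhibition above the hit cutoff, then over 50% inhibition at one or more dose response concentrations, cut at about 23% in these data, passing the limit was not always enough; inconclusive = conflicting primary data, or primary hits not chosen for dose response; inactive = low primary inhibition, or under 50% at every dose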;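 note: plate controls were DMSO full reaction for no effect and no enzyme background for full effect; strong numbers were not always called active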
human PMI inhibitors: human PMI inhibitors, high substrate, primary screen, biochemical, fluorescence intensity, high mannose 6-phosphate (AID 1220); recombinant PMI enzyme, coupled fluorescence intensity; higher % means a stronger effect; one-dose inhibition, % at 20 µM; IC50 in µM for titrated hits; actives 0.66% (n = 190,000); in the data active = inhibition above about 50%
Active calls of the source: *; i = inactive; ? = inconclusive; . = no result given. Compounds were not picked by outcome, and some 1.6% of all compounds hit somewhere here.

The line under a structure holds: M17LAP inhibition	Yfh1-depleted yeast	West Nile virus CPE	XIAP antagonists	ER stress rescue	Siah-1 displacement	PhoP inhibition	P. falciparum M1AAP	human PMI inhibitors
- O=c1[nH]c2ccc(Cl)cc2c(-c2ccccc2)c1CN1CCOCC1
→ 6.7%	i	0.9%	1.4%	1.8%	1.9%	-0.4%	81.5µM*	-18.9%
- Cc1nn2c(=O)c3c4c(sc3nc2n1-c1ccccc1)COC(C)(C)C4
→ 9.7%	i	0.4%	.	.	0.5%	-1.8%	-1.3%	.
- CC1(C)Cc2c(sc3[nH]c(=S)[nH]c(=O)c23)CO1
→ 54.5%	i	0.0%	-8.4%	-2.2%	0.4%	4.4%	9.0%	.
- CCn1c(COc2ccccc2C)nnc1SCC(=O)NC1CCCC1
→ -0.8%	i	0.5%	-3.0%	3.2%	1.5%	3.9%	1.7%	10.7%
- CC(C)(C)OC(=O)COc1cc(OCC(=O)OC(C)(C)C)c2c(=O)cc(-c3ccccc3)oc2c1
→ 4.7%	i	-0.6%	-7.4%	-0.4%	0.9%	11.4%	1.4%	9.9%
- Cn1cccc1C(=O)NC(=O)COC(=O)CNS(=O)(=O)c1ccc(Br)cc1
→ 8.8%	i	0.1%	-4.6%	-3.5%	-2.2%	-6.8%	1.1%	-5.0%
- COc1ccccc1-c1ccc(SCC(=O)Nc2cc(C)on2)nn1
→ -4.5%	i	1.1%	-0.4%	-0.4%	-4.8%	-7.5%	4.6%	3.3%
- Cc1cc(Br)ccc1SCC(=O)OCC(=O)c1c(N)n(C)c(=O)n(C)c1=O
→ -3.9%	i	0.0%	.	.	-2.3%	-1.7%	1.8%	.
- COC(=O)c1cn(N(C)c2ncc(C(F)(F)F)cc2Cl)c(=O)c2ccccc12
→ -1.1%	i	-0.2%	-5.1%	0.2%	0.6%	14.3%	1.6%	11.1%
- CCOc1ccc2c(=O)c(-c3ccc4c(c3)OCCCO4)c(C)oc2c1
→ 5.2%	i	-0.8%	0.4%	0.5%	2.5%	21.1%	1.6%	-5.3%

The line under a structure holds: M17LAP inhibition	Yfh1-depleted yeast	West Nile virus CPE	XIAP antagonists	ER stress rescue	Siah-1 displacement	PhoP inhibition	P. falciparum M1AAP	human PMI inhibitors
- COc1ccc([N+](=O)[O-])cc1NC(=O)COC(=O)/C=C/c1ccco1
→ -1.1%	i	-0.6%	-5.4%	-3.4%	-1.4%	-13.4%	3.4%	0.4%
- CCC(C)[C@H](NC(=O)NCc1ccc(F)cc1)C(=O)O (stereo partly specified)
→ -3.8%	i	0.3%	.	.	-1.8%	-8.7%	2.2%	.
- CC(=O)c1c(C(C)=O)c(C)n(-c2nc(-c3ccc(Br)cc3)c(C)s2)c1C
→ -2.4%	i	3.4%	-2.3%	1.3%	-1.9%	0.2%	-1.0%	2.7%
- CN(NS(C)(=O)=O)c1ncc(C(F)(F)F)cc1Cl
→ -5.4%	.	.	-4.7%	-1.3%	-6.9%	-5.2%	1.3%	3.3%
- COc1ccc(OCc2cccc(C(=O)Nn3cc([N+](=O)[O-])cn3)c2)cc1
→ 3.7%	i	-0.2%	-15.6%	-3.5%	-2.2%	3.2%	-2.7%	31.5%
- Cc1ccccc1C(=O)NCc1nnc(SCC(=O)N2c3ccccc3Sc3ccccc32)n1C
→ 0.4%	i	-0.9%	-6.9%	0.3%	-0.8%	-1.0%	5.3%	1.8%
- CC(/C=C/c1ccco1)=N/NC(=O)C1COc2ccccc2O1 (stereo unspecified)
→ -0.5%	i	-0.2%	.	.	16.6%	-1.1%	5.8%	.
- CCOC(=O)c1cc2cc3ccccc3cc2[nH]1
→ 0.8%	i	-0.5%	-10.3%	-3.2%	-6.0%	-2.0%	1.1%	53.2%*
- COc1cnc(SCc2ccc(Cl)cc2)nc1Cl
→ -20.2%	i	2.6%	-5.3%	2.2%	5.2%	1.4%	4.0%	8.5%
- Cc1ccc(C(c2nnnn2CS(=O)(=O)c2ccc(C)cc2)N2CCC(C)CC2)cc1 (stereo unspecified)
→ 8.2%	i	-0.6%	-4.8%	-0.7%	-5.4%	-6.5%	10.9%	12.1%

Molecule | M17LAP inhibition | Yfh1-depleted yeast | West Nile virus CPE | XIAP antagonists | ER stress rescue | Siah-1 displacement | PhoP inhibition | P. falciparum M1AAP | human PMI inhibitors
CC1CCCCN1C(=O)Cn1cc(/C=C2/C(=O)Nc3ccccc32)c2ccccc21 (stereo unspecified) | 8.6% | i | 1.1% | -22.2% | -2.0% | -0.5% | -2.1% | 11.9% | 15.0%
O=C(Cc1ccccc1)Nc1ccc(C(=O)NCC2COc3ccccc3O2)cc1 (stereo unspecified) | 6.6% | i | -0.6% | -7.2% | 2.0% | 6.7% | -5.3% | -1.0% | -8.4%
COC(=O)C1=C(C)NC(=O)NC1c1ccc([N+](=O)[O-])o1 (stereo unspecified) | 24.3% | i | 0.4% | -6.9% | 2.1% | 22.5% | 13.3% | 3.2% | 10.9%
Cc1cccc(C)c1NC(=O)COC(=O)COc1ccc2c(C)cc(=O)oc2c1 | 0.2% | i | -0.3% | -5.7% | 0.6% | 0.4% | 4.7% | -0.9% | -9.9%
CC(=O)c1c(C)[nH]c(C(=O)OCC(=O)Nc2cccc(S(=O)(=O)N3CCCC3)c2)c1C | -3.9% | i | 1.0% | -4.9% | -2.2% | 8.4% | -2.3% | 2.0% | 9.7%
Cc1cc(C)n(CC(=O)n2c3c(c4ccccc42)CCCC3)n1 | 5.9% | i | 0.3% | -21.7% | -3.3% | -1.9% | 15.0% | -0.5% | -3.0%
CC1(C)NC(=O)N(CC(O)COc2cc3ccccc3cc2C(=O)N2CCCCC2)C1=O (stereo unspecified) | 1.7% | i | 0.5% | -1.1% | -1.1% | 3.7% | -3.4% | 3.7% | 8.2%
COC(=O)CSc1cc(C)nc(NC(C)=O)n1 | 1.6% | i | 0.3% | -1.1% | -1.7% | 1.6% | -4.1% | 10.8% | 8.1%

Molecule | M17LAP inhibition | Yfh1-depleted yeast | West Nile virus CPE | XIAP antagonists | ER stress rescue | Siah-1 displacement | PhoP inhibition | P. falciparum M1AAP | human PMI inhibitors
COc1ccc(CCC(=O)OCC(=O)c2ccc(C)cc2)cc1 | 72.4% | i | 0.0% | -6.5% | -1.2% | -3.0% | 2.2% | -5.4% | 2.3%
COc1cccc(C2CC(c3c(-c4ccccc4)c4cc(Cl)ccc4[nH]c3=O)=NN2S(C)(=O)=O)c1OC (stereo unspecified) | 0.3% | i | 14.4% | -25.2% | -0.8% | -3.0% | -19.1% | 78.2µM* | 0.1%
Cc1ccc(F)c(NC(=O)CCc2ccccc2)c1 | -2.8% | i | -0.1% | -2.0% | -1.2% | -1.7% | 8.3% | 4.0% | -1.9%
O=S(=O)(c1ccccc1Cl)N1CCC(O)(c2cccnc2)CC1 | -3.1% | i | -0.7% | -2.4% | -0.1% | -0.3% | -7.1% | -0.6% | -3.6%
COc1ccccc1NS(=O)(=O)c1cc(NC(=O)c2ccc3c(c2)OCCO3)ccc1C | 6.3% | i | -0.2% | -9.7% | -3.1% | 1.0% | -16.3% | 5.6% | 9.0%
N=c1c2c(-c3ccccc3)c(-c3ccccc3)n(Cc3ccccc3)c2ncn1CCCn1ccnc1 | 12.7% | i | -0.8% | -3.3% | -6.9% | -5.8% | -8.6% | 4.0% | -9.2%
CCOC(=O)c1c(NC(=O)C2C3C=CC(CC3)C2C(=O)O)sc(C)c1CC (stereo unspecified) | 13.2µM* | i | -1.0% | -7.6% | -4.5% | 0.2% | -0.7% | ? | -7.4%
O=C(Cn1cnc2c(cnn2-c2ccccc2)c1=O)NCCc1ccccc1 | -1.5% | i | -0.1% | -2.8% | 0.0% | 3.1% | -10.9% | 5.3% | -12.9%

Molecule | M17LAP inhibition | Yfh1-depleted yeast | West Nile virus CPE | XIAP antagonists | ER stress rescue | Siah-1 displacement | PhoP inhibition | P. falciparum M1AAP | human PMI inhibitors
COC(=O)N/N=C/c1ccc(-c2ccccc2Cl)o1 | 11.2% | i | 0.0% | . | . | -1.2% | -9.6% | 7.8% | .
CCc1ccc(OCC(=O)N(C)CCC#N)c(Br)c1 | 8.4% | i | -0.7% | -4.4% | -1.4% | 5.6% | -8.2% | 5.2% | 3.1%
COc1ccccc1NC(=S)Nc1cccc(F)c1 | -14.2% | i | 0.4% | -16.5% | -2.2% | -0.6% | -5.9% | 2.7% | 9.4%
COc1cccc2cc(C(N)=O)/c(=N/NC(=O)COc3ccc(Cl)cc3)oc12 | 2.5% | i | -0.1% | -4.3% | 0.4% | 4.6% | -5.5% | 3.0% | -0.7%
CCOc1ccccc1N1CC(C(=O)Nc2ccc3c(c2)OCCO3)CC1=O (stereo unspecified) | 0.6% | i | -0.2% | -0.6% | -1.3% | -4.6% | 12.0% | -0.2% | 1.4%
COCCNC(=O)c1ccc2c(c1)NC(=O)CS2 | 3.4% | i | 0.5% | -4.4% | -0.6% | 0.8% | 5.8% | 3.9% | 53.7%*
CCOc1ccc(C(Nc2cccnc2)c2cc(Cl)c3cccnc3c2O)cc1 (stereo unspecified) | 0.9% | i | 0.4% | -8.8% | 0.5% | -5.8% | 3.1% | -6.8% | 66.0%*
CC(=O)c1cccc(NC(=O)COC(=O)c2ccc3c(c2)OCCO3)c1 | -4.5% | i | 0.2% | -9.9% | -1.0% | -1.8% | -3.8% | 5.9% | -6.8%
c1ccc(OCCCc2nc(-c3ccccn3)no2)cc1 | -6.6% | i | 0.1% | -8.1% | -1.0% | 1.7% | -4.9% | -3.8% | 18.3%
O=C(CN1C(=O)C2C3CC(C(Br)C3Br)C2C1=O)N1CCN(Cc2ccccc2)CC1 (stereo unspecified) | -4.5% | i | -0.2% | . | . | 0.1% | 7.9% | 0.4% | .
Cc1nonc1NC(=O)CSc1ccc(-c2ccccc2)nn1 | -3.6% | i | -0.3% | -3.8% | -1.6% | -1.7% | 5.0% | 8.8% | 10.9%

Entries of single compounds from above. Order of screens: M17LAP inhibition | Yfh1-depleted yeast | West Nile virus CPE | XIAP antagonists | ER stress rescue | Siah-1 displacement | PhoP inhibition | P. falciparum M1AAP | human PMI inhibitors
Record of COc1ccccc1NC(=S)Nc1cccc(F)c1 → -14.2% | i | 0.4% | -16.5% | -2.2% | -0.6% | -5.9% | 2.7% | 9.4%
Record of c1ccc(OCCCc2nc(-c3ccccn3)no2)cc1 → -6.6% | i | 0.1% | -8.1% | -1.0% | 1.7% | -4.9% | -3.8% | 18.3%
Record of Cc1nonc1NC(=O)CSc1ccc(-c2ccccc2)nn1 → -3.6% | i | -0.3% | -3.8% | -1.6% | -1.7% | 5.0% | 8.8% | 10.9%

Assay outcomes (PubChem)
